# GCN5L2 inh: inhibitors of human GCN5L2 histone acetyltransferase; AID 504327; GCN5L2 HAT assay, ThioGlo1 CoA-SH fluorescence; Q92830; Potency, µM (titrated, usually from 58.9 µM), without a hit: at the highest dose activity change, negative = inhibition, usual class: inhibitors; hit rate 0.21% among 390,000
#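 Free CoA generated was detected with ThioGlo1 (50uM) fluorescence at Ex340nm/Em540nm, read immediately and after 20 min at room temperature. Enzyme, 20 nM in HEPES pH 7.5 buffer, saw compounds 15 min before adding 75uM H3(1-25) peptide and 70uM acetyl-CoA.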
# FEN1 inh: inhibitors of human flap endonuclease 1. P39748. Recombinant FEN1 flap cleavage, fluorescence, 15 min. Potency, µM (top dose mostly 114 µM), for inactives: at the highest dose activity change, negative = inhibition, usual class: inhibitors. hit rate 0.35% among 390,000; further: nearly all actives have a fitted effect of over 65% in size
# Target sequence (P39748 whole entry, looked up): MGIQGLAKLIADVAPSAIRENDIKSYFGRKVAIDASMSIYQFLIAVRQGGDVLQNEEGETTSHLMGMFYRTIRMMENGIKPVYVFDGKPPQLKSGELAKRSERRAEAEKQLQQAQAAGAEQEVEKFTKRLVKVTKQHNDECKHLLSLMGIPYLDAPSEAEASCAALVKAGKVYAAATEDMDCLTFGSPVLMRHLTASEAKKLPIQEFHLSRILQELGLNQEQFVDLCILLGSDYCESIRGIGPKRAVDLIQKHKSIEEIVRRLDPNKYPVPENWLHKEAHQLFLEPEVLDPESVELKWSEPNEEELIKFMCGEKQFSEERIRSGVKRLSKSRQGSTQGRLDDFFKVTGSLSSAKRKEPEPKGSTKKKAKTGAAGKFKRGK
#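 FEN1 at 10 nM preincubated with compounds 15 min at room temperature, then flap DNA substrate added at 50 nM final. Signal read at 0 and 15 min; concentration-response fitted with four-parameter Hill equation.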
# N370S GC mod: inhibitors or activators of N370S glucocerebrosidase for Gaucher disease | N370S GC spleen homogenate, 4MU-glucoside fluorescence | Potency, µM (top dose mostly 59.4 µM), for inactives: top-dose activity change, negative = inhibition, most hits filed as inhibitors | hit rate 0.092% among 330,000 | AID 2101;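 further: 0% = full enzyme activity and -100% = no enzyme basal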
# Starred values were filed as active, the others as inactive; ? = inconclusive; . = no result given; [ ] = remark or other dose. The call rests on the fitted dose curve; in most records, active means well fitted curve in the direction sought with a large enough effect; inconclusive means small, poorly fitted or top-dose-only effect, or another doubt; inactive means no such curve, though single readings can be large; an effect the other way counts as inactive or inconclusive. Unless noted, on the % scale 0 is the no-effect control and ±100 the full control effect; potency means the concentration at half of the fitted maximal effect.
# Start of the data: the first 17 records, to show the layout:
GCN5L2 inh	FEN1 inh	N370S GC mod	compound
5%	-2%	-13%	Cc1cccc(NC(=O)C2CC(O)CN2C(=O)OCc2ccccc2)c1 (stereo not drawn)
-3%	-4%	.	Cc1cc(C)cc(NC(=O)c2cnc3sc(N4CCCC4)nn3c2=O)c1
-21%	-12%	.	CCc1ccccc1NC(=O)C1CCN(C2=NS(=O)(=O)C(c3ccc(C)c(C)c3)=C2C)CC1
?	-16%	8%	CN1CCc2c(c3ccccc3n2C)C1
-9%	-1%	-8%	O=C(COC(=O)Cc1ccc(Br)cc1)NCC1CCCCC1
-8%	12%	.	Cc1c(Br)cnn1C(C)C(=O)N1CCN(c2ccccc2F)CC1 (stereo not drawn)
-3%	.	1%	COc1cc2c(c(O)c1OC)-c1c(cc(OC)c(OC)c1O)[C@@H](OC(=O)c1ccccc1)[C@@](C)(O)[C@@H](C)[C@@H]2OC(C)=O
-3%	0%	.	Cc1cc(C)cc(-n2c(C)nc3cc(C(=O)NCc4ccccc4Cl)ccc32)c1
-3%	-1%	.	CCN(CC)CCNC(=O)Cn1ncc2c([nH]c3ccccc32)c1=O
14%	-17%	4%	O=C1CC(c2cccc(F)c2)SC(N(c2ccccc2)c2ccccc2)=N1 (stereo not drawn)
0%	-12%	-9%	CC(=O)Nc1ccc(NC(=O)CSc2nnc3ccc(-c4ccccn4)nn23)cc1
-4%	-8%	-7%	CC(C)C1CC(CCNCc2ccc3c(c2)OCO3)(c2ccccc2)CCO1 (stereo not drawn)
2%	-8%	6%	CCC1=NN(C(=O)c2ccc(C)cc2)C(O)(c2ccc(Br)cc2)C1 (stereo not drawn)
-2%	-8%	0%	CCCCn1c(NC(=O)CC)c(C#N)c2nc3ccccc3nc21
0%	-6%	.	Cc1ccc(CNC(=O)COC(=O)c2ccc(S(=O)(=O)NCc3ccco3)cc2)cc1
-5%	-11%	1%	CCCCN(CC)Cc1ccc(CNC(=S)Nc2ccccc2F)o1
0%	10%	-15%	COCCn1c(Cc2ccccc2)nnc1SCC(=O)NC1CCCCC1

# All compounds of this part, previewed entries included:
GCN5L2 inh	FEN1 inh	N370S GC mod	compound
5%	-2%	-13%	Cc1cccc(NC(=O)C2CC(O)CN2C(=O)OCc2ccccc2)c1 (stereo not drawn)
-3%	-4%	.	Cc1cc(C)cc(NC(=O)c2cnc3sc(N4CCCC4)nn3c2=O)c1
-21%	-12%	.	CCc1ccccc1NC(=O)C1CCN(C2=NS(=O)(=O)C(c3ccc(C)c(C)c3)=C2C)CC1
?	-16%	8%	CN1CCc2c(c3ccccc3n2C)C1
-9%	-1%	-8%	O=C(COC(=O)Cc1ccc(Br)cc1)NCC1CCCCC1
-8%	12%	.	Cc1c(Br)cnn1C(C)C(=O)N1CCN(c2ccccc2F)CC1 (stereo not drawn)
-3%	.	1%	COc1cc2c(c(O)c1OC)-c1c(cc(OC)c(OC)c1O)[C@@H](OC(=O)c1ccccc1)[C@@](C)(O)[C@@H](C)[C@@H]2OC(C)=O
-3%	0%	.	Cc1cc(C)cc(-n2c(C)nc3cc(C(=O)NCc4ccccc4Cl)ccc32)c1
-3%	-1%	.	CCN(CC)CCNC(=O)Cn1ncc2c([nH]c3ccccc32)c1=O
14%	-17%	4%	O=C1CC(c2cccc(F)c2)SC(N(c2ccccc2)c2ccccc2)=N1 (stereo not drawn)
0%	-12%	-9%	CC(=O)Nc1ccc(NC(=O)CSc2nnc3ccc(-c4ccccn4)nn23)cc1
-4%	-8%	-7%	CC(C)C1CC(CCNCc2ccc3c(c2)OCO3)(c2ccccc2)CCO1 (stereo not drawn)
2%	-8%	6%	CCC1=NN(C(=O)c2ccc(C)cc2)C(O)(c2ccc(Br)cc2)C1 (stereo not drawn)
-2%	-8%	0%	CCCCn1c(NC(=O)CC)c(C#N)c2nc3ccccc3nc21
0%	-6%	.	Cc1ccc(CNC(=O)COC(=O)c2ccc(S(=O)(=O)NCc3ccco3)cc2)cc1
-5%	-11%	1%	CCCCN(CC)Cc1ccc(CNC(=S)Nc2ccccc2F)o1
0%	10%	-15%	COCCn1c(Cc2ccccc2)nnc1SCC(=O)NC1CCCCC1
-8%	-5%	14%	COc1ccc(NC(C)=O)cc1NC(=O)c1ccc(Cl)cc1
?	-5%	-2%	CC(=O)Nc1ccc(S(=O)(=O)N(C)CC(=O)NCCC2=CCCCC2)cc1
-4%	3%	-4%	CCOC(=O)c1ccc(NC(=O)c2c(C)[nH]c(C(=O)OCC)c2C)cc1
-9%	11%	.	Cc1cccc(N2CCN(C(=O)c3ccc4c(c3)N(Cc3ccccc3F)C(=O)c3ccccc3S4=O)CC2C)c1 (stereo not drawn)
-6%	1%	7%	O=S(=O)(c1ccccc1)N1CCC(O)(CSc2ccc(Cl)cc2)CC1
-9%	-7%	1%	Cc1ccc(-c2nn(-c3ccccc3)cc2/C=N/n2c(-c3ccncc3)n[nH]c2=S)cc1
0%	10%	1%	CCS(=O)(=O)NCC(c1cccnc1)N1CCN(c2ccccc2F)CC1 (stereo not drawn)
0%	-2%	-2%	Cc1ccnc(NC(=O)CCC(=O)N(CC(=O)NC2CCCCC2)C2CCCC2)c1
0%	7%	10%	O=C(COC(=O)c1ccccc1)NC1CCCC1
-2%	-3%	-6%	CC1=Nc2ccc(Br)cc2C(c2ccccc2)N1CC(=O)O (stereo not drawn)
3%	15%	.	Cc1nnc(SC(C)C(=O)NCC2CCCO2)s1 (stereo not drawn)
-6%	0%	-3%	CC(=O)c1cccc(CN2CCN(C(C)C)C(CCO)C2)c1 (stereo not drawn)
-8%	-18%	.	Cc1cccc(C(C)C)c1NC(=O)COC(=O)c1cc2ccccc2oc1=O
-3%	-10%	6%	CCc1c(C(=O)NNC(=S)NCC2CCCO2)csc1C (stereo not drawn)
-2%	-8%	-23%	COc1ccc(CN2CCNC(=O)C2CC(=O)N(C)CCc2cnn(C)c2)c(F)c1 (stereo not drawn)
-13%	-11%	2%	Cc1ccc(S(=O)(=O)N2CCC(C(=O)Nc3ccccc3N3CCCCC3)CC2)cc1
-4%	4%	.	O=c1c2ccccc2ccc2ccccc12
-25%	10%	-15%	COc1ccc(Cl)cc1NC(=O)NCC1CCN(Cc2cc(C)ccc2C)CC1
-1%	-12%	-5%	CCOC(=O)CSc1nc(C)c2cc(C)c(C)cc2n1
11%	12%	3%	COc1ccccc1NS(=O)(=O)c1cccc(NC(=O)c2cc3ccccc3oc2=O)c1
.	-7%	11%	Cc1ccc(CNC(=O)c2ccc3c(=O)n(CC4CCCO4)c(=S)[nH]c3c2)cc1 (stereo not drawn)
50%[activator]	.	-1%	CC(C)C[C@H](NC(=O)CNC(=O)[C@H](CCC(N)=O)NC(=O)[C@H](CC(C)C)NC(=O)[C@H](CC(C)C)NC(=O)[C@H](CCCNC(=N)N)NC(=O)[C@H](CCC(N)=O)NC(=O)[C@H](CC(C)C)NC(=O)[C@H](CCCNC(=N)N)NC(=O)[C@H](C)NC(=O)CNC(=O)[C@H](CCC(=O)O)NC(=O)[C@H](CCCNC(=N)N)NC(=O)[C@H](CC(C)C)NC(=O)[C@H](CCCNC(=N)N)NC(=O)[C@H](CO)NC(=O)[C@H](CC(C)C)NC(=O)[C@H](CCC(=O)O)NC(=O)[C@H](CO)NC(=O)[C@@H](NC(=O)[C@H](Cc1ccccc1)NC(=O)[C@@H](NC(=O)CNC(=O)[C@H](CC(=O)O)NC(=O)[C@H](CO)NC(=O)[C@@H](N)Cc1cnc[nH]1)[C@@H](C)O)[C@@H](C)O)C(=O)N[C@H](C(N)=O)C(C)C
-3%	2%	-11%	Cc1ccccc1OCCCC(=O)Nc1ccc(S(=O)(=O)Nc2onc(C)c2C)cc1
-3%	0%	5%	Cc1cc(C(=O)COc2nncc3ccccc23)c(C)n1C
-3%	-5%	-26%	COc1cc(SC)ccc1C(=O)OCC(=O)NC(=O)NC(C)C
1%	16%	-25%	CCONc1ncnc2nonc12
-2%	-8%	5%	S=C1N(c2ccccc2)CN(C2CCCCC2)CN1c1ccccc1
1%	19%	.	Cc1ccc(C)c(Cn2c(=O)n(Cc3ccccc3)c(=O)c3c(C)c(C)sc32)c1
2%	2%	2%	CCn1cc(C(=O)N2CCCc3ccccc32)c2cc(OC)c(OC)cc2c1=O
-2%	-3%	5%	CCc1c(C)nc2ncnn2c1N1CCCC(C(=O)Nc2ccc(NC(C)=O)cc2)C1 (stereo not drawn)
-3%	-15%	4%	CCc1c(C)nc2c(-c3ccccc3OC)c(C)[nH]n2c1=O
-4%	-10%	-10%	Oc1c(C(Nc2ccccn2)c2cccnc2)cc(Cl)c2cccnc12 (stereo not drawn)
-6%	-2%	-4%	O=c1oc2ccccc2c2c1nc(C(F)(F)F)n2-c1ccccc1

# Additional entries.
GCN5L2 inh	FEN1 inh	N370S GC mod	compound
2%	1%	6%	CCCCn1c(Cl)nc2c1c(=O)n(C)c(=O)n2C
-16%	23%	-2%	CN(Cc1cn(C)nc1-c1cccc(Cl)c1)C1CCOCC1
-6%	6%	1%	CCN(CC(=O)Nc1ccc2c(c1)OCCO2)C(=O)C1CC(=O)N(c2ccc(OC)cc2OC)C1 (stereo not drawn)
-3%	15%	-1%	CC(=O)c1ccc(NC(=O)CCc2nnc3ccc(NCc4ccco4)nn23)cc1
-4%	-10%	15%	CC(C)=C1SC(N2CCN(c3ccc(C)cc3)CC2)=NC1=O
?	-3%	5%	CCOC(=O)c1sc(=S)n(-c2ccc3c(c2)OCO3)c1N
-2%	-8%	0%	CCCCn1c(N)c(N(CC(C)C)C(=O)CSCC(=O)Nc2cccc(C)c2)c(=O)[nH]c1=O
-3%	-1%	-19%	Cc1ccccc1C(=O)NCC(=O)OC(C)C(=O)NCc1ccco1 (stereo not drawn)
-3%	-5%	9%	Cc1ccc(-n2ncc3c(=O)n(CC(=O)NC4CCCCC4)cnc32)cc1C
-6%	.	-3%	O=C(/C=C/c1ccccc1)c1ccc(O[C@H]2OC(CO)C(O)C(O)C2O)cc1O (stereo partly drawn)
-14%	-23%	27%	CC(C)CCNC(=O)c1cc(S(=O)(=O)N2CCCCC2)ccc1N1CCOCC1
-1%	19%	-17%	CCc1ccc(C(=O)NNc2ccccc2F)cc1
5%	9%	-4%	Cc1cccc(C(=O)NCCc2nnc(SCC(=O)Nc3nc(C)cs3)n2C)c1
1%	5%	0%	COc1ccc(CCN2C(=O)CCC2(C)C(=O)NC2CCCC2)cc1OC (stereo not drawn)
-5%	14%	-6%	Cc1cc(NS(=O)(=O)c2ccc(NC(=O)Cc3ccccc3)cc2)nc(C)n1
-8%	-2%	-9%	CCCCN(CCCC)S(=O)(=O)c1c(C)[nH]c(=O)[nH]c1=O
-6%	-1%	?	COc1ccc(C(=O)CSc2nc(-c3ccccn3)nc(C)c2Cl)cc1
-5%	-11%	.	CCCCOc1cccc(NC(=O)c2cccc(C(=O)Nc3cccc(OCCCC)c3)c2)c1
-11%	15%	-22%	COc1ccc(CCNC(=O)C2CC(c3cccc(F)c3)=NO2)cc1 (stereo not drawn)
-1%	-8%	-7%	Cc1ccc(-c2nnn(CC(=O)N3CCCCC3)n2)o1
-5%	-3%	-7%	O=C(NCCN1CCOCC1)c1cc(-c2ccc(F)cc2)nc2ccccc12
-13%	8%	-1%	Cc1cc(C(=O)OCC(=O)Nc2cc(S(=O)(=O)N(C)C)ccc2C)c2ccccc2n1
-16%	?	-2%	O=C(O)c1ccc2c(c1)C(=O)N(c1ccc(OCc3ccccc3)cc1)C2=O
-4%	3%	4%	COC(=O)c1ccc(NC(=S)NC2CC3CCC2C3)cc1 (stereo not drawn)
0%	-3%	-9%	NS(=O)(=O)c1cc([N+](=O)[O-])ccc1NCc1cccnc1
1%	15%	.	Cc1ccc(CNC(=O)COCc2cc(-c3cccs3)on2)cc1
0%	19%	1%	CCOc1cc(C(=O)NCc2ccccc2)ccc1OCC(=O)N1CCOCC1
-2%	-5%	-19%	CCC(=O)N1CCCc2cc(S(=O)(=O)N3CCN(c4ccccn4)CC3)ccc21
-1%	19%	22%	O=C(Cc1c(Cl)cccc1Cl)N/N=C/c1cccnc1
-2%	-9%	-10%	CC(=O)Nc1ccc(NC(C)=C(C#N)C#N)cc1
-12%	3%	.	CC(C)[C@H](NC(=O)OCc1ccccc1)C(=O)OCC(=O)c1ccccc1
-5%	-11%	.	Cc1ccn2c(Nc3ccc4c(c3)OCO4)c(-c3ccc(Cl)cc3)nc2c1
-5%	-3%	-4%	Cc1cccc(NC(=O)c2sc3nc4c(c(-c5ccco5)c3c2N)CCC4)c1
-1%	8%	4%	Cc1nnc(SCCn2c(N3CCCCC3)nc3c2c(=O)[nH]c(=O)n3C)s1
2%	8%	.	COc1ccc(N(CC(=O)NCCc2ccccc2)S(=O)(=O)c2ccccc2)c(OC)c1
-3%	-2%	-15%	OC(CN1CCN(c2ccccc2Cl)CC1)c1ccccc1 (stereo not drawn)

# Source: PubChem BioAssay

# An unsorted share of the library; about 0.54% have a hit in one of these screens.
